NFkB SMM – NF-kappa-B p105 (human) binding; AID 624139; Small molecule microarray, anti-His fluorescence binding; actives 1.3% (n = 17,000); calls only;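 active = spot fluorescence over background significantly raised, with a chance value under 7% in all four replicate spots of the compound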;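 also: probe protein is his-tagged human p50 processed subunit at 1 µg/ml; raw spot fluorescence signals with no normalization applied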
Target sequence (P19838 1-433 limits assumed): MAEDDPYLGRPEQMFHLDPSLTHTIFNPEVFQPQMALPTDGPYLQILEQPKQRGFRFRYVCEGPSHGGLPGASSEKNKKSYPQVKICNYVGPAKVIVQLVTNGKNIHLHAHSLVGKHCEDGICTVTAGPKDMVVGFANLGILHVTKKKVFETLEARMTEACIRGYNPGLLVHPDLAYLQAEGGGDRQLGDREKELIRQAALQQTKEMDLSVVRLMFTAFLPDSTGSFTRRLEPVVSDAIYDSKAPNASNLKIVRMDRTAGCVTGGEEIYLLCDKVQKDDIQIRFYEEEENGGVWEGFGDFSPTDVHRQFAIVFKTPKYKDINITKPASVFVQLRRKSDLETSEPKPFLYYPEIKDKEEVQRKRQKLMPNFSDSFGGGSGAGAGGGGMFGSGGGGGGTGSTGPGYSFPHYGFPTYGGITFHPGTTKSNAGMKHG
Calls only; i = inactive; + = active, no number. Only part of the results is shown, so the mix of outcomes need not match the whole.

Structure	NFkB SMM
COc1ccc(C2CC(=O)c3c(O)cc(O[C@@H]4O[C@H](CO[C@@H]5O[C@@H](C)[C@H](O)[C@@H](O)[C@H]5O)[C@@H](O)[C@H](O)[C@H]4O)cc3O2)cc1 (some centres not stated)	i
O=C1N(Cc2ccccc2)Cc2ccccc2[C@H]2OC(c3ccc(OCCCO)cc3)=N[C@@]12Cc1ccccc1	i
CN(CC(=O)Nc1ccncc1)S(=O)(=O)c1ccccc1	i
C[C@H](CO)N1C[C@H](C)[C@@H](CN(C)C(=O)Nc2cccc3ccccc23)Oc2c(NS(=O)(=O)c3cccs3)cccc2C1=O	i
CC(OC1OC(CO)C(O)C(O)C1O)C1C(O)CC2C3CCC4=CC(=O)CCC4(C)C3CCC21C (configuration not stated)	i
C[C@H](CO)N1C[C@H](C)[C@@H](CN(C)S(=O)(=O)c2cn(C)cn2)Oc2ccc(NC(=O)NC3CCCCC3)cc2C1=O	i
Cn1c(NCc2c(O)ccc3ccccc23)nc2ccccc21	i
C[C@@H]1CN([C@H](C)CO)C(=O)c2cc(NC(=O)Cc3ccccc3)ccc2O[C@@H](C)CCCCO[C@@H]1CN(C)C(=O)CCC(F)(F)F	i
Cc1nnc(SCc2ccc(CSc3nnc(C)c(=O)[nH]3)cc2)[nH]c1=O	i
C[C@@H]1CN([C@@H](C)CO)C(=O)c2cc(NC(=O)Cc3cn(C)c4ccccc34)ccc2O[C@@H]1CN(C)S(=O)(=O)c1ccccc1	i
C[C@@H]1CN([C@H](C)CO)C(=O)c2cccc(NC(=O)NC3CCCCC3)c2O[C@@H]1CN(C)C	i
O=C(NCc1ccccn1)c1cc2nc(-c3ccccc3)cc(-c3ccccc3)n2n1	i
O=C(Oc1ccc([C@@H]2Oc3cc(O)cc(O)c3C[C@H]2O)cc1O)c1cc(O)c(O)c(O)c1	i
COC(=O)c1ccccc1NC(=O)c1cccc(NC(=O)CSc2ccccc2)c1C	i
C[C@H]1CCCCO[C@@H](CN(C)C(=O)Nc2ccccc2)[C@@H](C)CN([C@@H](C)CO)C(=O)c2cc(NC(=O)CCC(F)(F)F)ccc2O1	i
C[C@H]1CCCCO[C@H](CN(C)C(=O)Nc2ccccc2)[C@@H](C)CN([C@@H](C)CO)C(=O)c2cc(NC(=O)c3ccccc3)ccc2O1	i
COCCOC(=O)N1C(=O)[C@@]2(c3cc(C#Cc4ccc(OC)cc4)ccc31)[C@H](C(N)=O)[C@H]1C(=O)O[C@H](c3ccccc3)[C@H](c3ccccc3)N1[C@@H]2c1ccc(OCCO)cc1	i
CCOC(=O)[C@@H]1CCCCN1C(=O)C(=O)OC	i
COc1cc(C2NC(=O)NC(c3ccccc3)=C2C(C)=O)ccc1OCC(=O)O (configuration not stated)	i
COC(=O)c1ccc(NC(=O)CN(c2ccc(C)cc2C)S(C)(=O)=O)cc1	i

Two entries from above, with each value named:
C[C@H](CO)N1C[C@H](C)[C@@H](CN(C)S(=O)(=O)c2cn(C)cn2)Oc2ccc(NC(=O)NC3CCCCC3)cc2C1=O
  NFkB SMM: i

Cn1c(NCc2c(O)ccc3ccccc23)nc2ccccc21
  NFkB SMM: i

Next compounds follow.
Structure	NFkB SMM
C[C@H](CO)N1C[C@H](C)[C@H](CN(C)CC2CC2)Oc2ccc(NS(=O)(=O)c3ccc(F)cc3)cc2C1=O	i
CNC[C@@H]1Oc2ccc(NC(=O)Nc3cccc4ccccc34)cc2CC(=O)N([C@@H](C)CO)C[C@H]1C	i
C[C@H](CO)N1C[C@H](C)[C@H](CN(C)C(=O)Nc2cccc(Oc3ccccn3)c2)OCc2cn(nn2)CCCC1=O	i
CC(C)NC(=O)Nc1ccc2c(c1)C(=O)N([C@@H](C)CO)C[C@H](C)[C@H](CN(C)Cc1ccc(C(=O)O)cc1)OCCCC[C@H](C)O2	i
CNC[C@@H]1Oc2ccc(NC(=O)Nc3ccc(F)cc3)cc2C(=O)N([C@@H](C)CO)C[C@@H]1C	i
O=C(NCc1ccccc1)C1=C[C@@H](C2CCCCC2)C[C@@H](OCc2ccc(CO)cc2)O1	i
COc1ccc(S(=O)(=O)N(C)C[C@@H]2Oc3ccc(NC(=O)C4CC4)cc3C(=O)N([C@H](C)CO)C[C@@H]2C)cc1	i
CCOc1ccc(NC(=O)C(C)O)c([N+](=O)[O-])c1 (configuration not stated)	i
C[C@@H]1CN([C@@H](C)CO)C(=O)c2cc(NC(=O)NC3CCCCC3)ccc2O[C@H]1CN(C)C(=O)Nc1ccc(C(F)(F)F)cc1	+
C[C@@H]1CN([C@H](C)CO)C(=O)c2cc(NC(=O)Nc3cccc4ccccc34)ccc2O[C@@H](C)CCCCO[C@H]1CN(C)Cc1ccc(Cl)c(Cl)c1	i
CC(C)C[C@@H](/C=C/S(C)(=O)=O)NC(=O)[C@H](CC(C)C)NC(=O)[C@H](CC(C)C)NC(=O)OCc1ccccc1	i
C[C@@H]1CN([C@H](C)CO)C(=O)c2cc(NS(=O)(=O)c3ccccc3)ccc2O[C@H]1CN(C)C(=O)Nc1cccc2ccccc12	i
C[C@@H]1CN([C@@H](C)CO)C(=O)c2cc(NS(=O)(=O)c3cccs3)ccc2O[C@@H](C)CCCCO[C@H]1CN(C)C(=O)CCC(F)(F)F	i
CNC[C@@H]1Oc2c(NS(=O)(=O)c3ccc(Cl)cc3)cccc2C(=O)N([C@H](C)CO)C[C@@H]1C	i
C[C@@H]1CCCCO[C@H](CN(C)Cc2ccccc2)[C@H](C)CN([C@H](C)CO)C(=O)c2cc(N(C)C)ccc2O1	i
Cn1c(Cc2cccs2)nnc1SCC(=O)N1CCc2ccccc21	i
C[C@@H]1CN([C@@H](C)CO)C(=O)c2cc(NC(=O)C3CC3)ccc2O[C@H]1CN(C)S(=O)(=O)c1cccs1	i
COc1cccc(NC(=O)CNS(=O)(=O)c2cc(Cl)ccc2Cl)c1	i
CCCN1C(=O)C(NS(=O)(=O)c2ccc(N)cc2)(C(F)(F)F)C(C(=O)OC)=C1C (configuration not stated)	i
CC(C)NC(=O)Nc1ccc2c(c1)C(=O)N([C@@H](C)CO)C[C@@H](C)[C@H](CN(C)S(=O)(=O)c1ccccc1)OCCCC[C@H](C)O2	i

Next part; it opens with the 5 that closed the last part.
Structure	NFkB SMM
Cn1c(Cc2cccs2)nnc1SCC(=O)N1CCc2ccccc21	i
C[C@@H]1CN([C@@H](C)CO)C(=O)c2cc(NC(=O)C3CC3)ccc2O[C@H]1CN(C)S(=O)(=O)c1cccs1	i
COc1cccc(NC(=O)CNS(=O)(=O)c2cc(Cl)ccc2Cl)c1	i
CCCN1C(=O)C(NS(=O)(=O)c2ccc(N)cc2)(C(F)(F)F)C(C(=O)OC)=C1C (configuration not stated)	i
CC(C)NC(=O)Nc1ccc2c(c1)C(=O)N([C@@H](C)CO)C[C@@H](C)[C@H](CN(C)S(=O)(=O)c1ccccc1)OCCCC[C@H](C)O2	i
Cc1noc(C)c1NC(=O)N(C)C[C@H]1Oc2ccc(NS(=O)(=O)c3cn(C)cn3)cc2CC(=O)N([C@@H](C)CO)C[C@@H]1C	i
C[C@@H]1CN([C@H](C)CO)C(=O)Cc2cc(NC(=O)Cn3cnnn3)ccc2O[C@@H]1CN(C)C(=O)Nc1cccc2ccccc12	i
O=C(OCc1ccccc1[N+](=O)[O-])c1cccc(-c2nnc(-c3ccccc3)o2)c1	i
C[C@@H]1CN([C@H](C)CO)C(=O)CCCn2cc(nn2)CO[C@@H]1CN(C)C(=O)C1CC1	i
COc1ccc(NC(=O)N(C)C[C@H]2Oc3c(cccc3N(C)C)C(=O)N([C@@H](C)CO)C[C@H]2C)cc1	i
Cc1noc(C)c1NC(=O)N(C)C[C@@H]1Oc2ccc(NC(=O)Cn3cnnn3)cc2C(=O)N([C@@H](C)CO)C[C@H]1C	i
Cc1ccc(-c2csc(Cc3nc(-c4cc5ccccc5oc4=O)cs3)n2)cc1	i
Cc1ccc(C)c(-n2nnnc2SCC(=O)Nc2ccc(F)cc2)c1	i
C[C@H](CO)N1C[C@H](C)[C@H](CN(C)C(=O)Nc2ccccc2)Oc2ncc(Br)cc2C1=O	i
O=C1c2ccccc2C(=O)N1CCCn1c2ccccc2c2nc3ccc([N+](=O)[O-])cc3cc21	i
O=C(COc1ccc([N+](=O)[O-])cc1)Nc1ccncc1	i
C[C@@H]1CN([C@H](C)CO)C(=O)c2cc(NC(=O)Nc3ccc4c(c3)OCO4)ccc2O[C@@H]1CN(C)CC1CCCCC1	i
C[C@@H]1CN([C@H](C)CO)C(=O)c2cc(NC(=O)c3ccncc3)ccc2O[C@H]1CN(C)C(=O)Nc1ccc(F)cc1	i
C=CCNC(=O)[C@H]1[C@@H]2C(=O)O[C@@H](c3ccccc3)[C@@H](c3ccccc3)N2[C@@H](c2ccccc2OCCO)[C@]12C(=O)Nc1ccc(C#CC3=CCCCC3)cc12	i
CNC[C@@H]1OCCCC[C@H](C)Oc2ccc(NS(=O)(=O)c3ccc(C)cc3)cc2C(=O)N([C@@H](C)CO)C[C@@H]1C	i
C[C@H](CO)N1C[C@H](C)[C@H](CN(C)S(=O)(=O)c2cccs2)Oc2ccc(NC(=O)Nc3cccc4ccccc34)cc2CC1=O	i
Cc1ccc(OC(=O)N(C)C[C@H]2OCc3cn(nn3)CCCC(=O)N([C@@H](C)CO)C[C@H]2C)cc1	i
Cc1noc(C)c1NC(=O)N(C)C[C@H]1Oc2ccc(NC(=O)Cc3cn(C)c4ccccc34)cc2CC(=O)N([C@H](C)CO)C[C@@H]1C	i
COc1cccc(S(=O)(=O)N2CCCC2C(=O)O)c1 (configuration not stated)	i
CCn1c2ccccc2c2nnc(SCC(=O)O)nc21	i
C[C@@H]1CCCCO[C@@H](CN(C)Cc2ccncc2)[C@@H](C)CN([C@@H](C)CO)C(=O)c2cc(NS(C)(=O)=O)ccc2O1	i
N#Cc1c(NC(=O)CNS(=O)(=O)c2cccc(Cl)c2)sc2c1CCCC2	i
CC(C)(O)CCC(=O)C(C)(O)C1C(O)CC2(C)C3CC=C4C(CC(O)C(OC5OC(CO)C(O)C(O)C5O)C4(C)C)C3(C)C(=O)CC12C (configuration not stated)	i
O=C(COc1ccc([N+](=O)[O-])cc1)Nc1ccc(-c2nc3ccccc3s2)c(Cl)c1	i
C[C@@H]1CN([C@H](C)CO)C(=O)Cc2cc(NC(=O)Cn3cnnn3)ccc2O[C@@H]1CN(C)S(=O)(=O)c1ccccc1	i
C[C@@H]1CN([C@H](C)CO)C(=O)CCCn2cc(nn2)CO[C@@H]1CN(C)C(=O)c1ccc(N2CCN(C)CC2)cc1	i
C[C@H](CO)N1C[C@H](C)[C@@H](CN(C)C(=O)Nc2ccccc2)Oc2c(NC(=O)c3cnccn3)cccc2C1=O	i
O=C(CC1Sc2ccccc2NC1=O)Nc1ccc2c(c1)OCCO2 (configuration not stated)	i
N#Cc1ccc2ccn(CC(=O)NCc3ccco3)c2c1	i
C[C@@H]1CCCCO[C@H](CN(C)C(=O)Nc2ccc(C(F)(F)F)cc2)[C@H](C)CN([C@H](C)CO)C(=O)c2cc(NS(=O)(=O)c3ccc(Cl)cc3)ccc2O1	i
CC(C)NC(=O)N(C)C[C@@H]1OCCCC[C@H](C)Oc2ccc(NS(=O)(=O)c3ccc(Cl)cc3)cc2C(=O)N([C@H](C)CO)C[C@@H]1C	i
CCCCCN(CCCCC)C(=O)C(CCC(=O)O)NC(=O)c1ccc(Cl)c(Cl)c1 (configuration not stated)	i
COc1ccc(CN(C)C[C@H]2Oc3ccc(NC(=O)Nc4ccc(C(F)(F)F)cc4)cc3C(=O)N([C@@H](C)CO)C[C@H]2C)cc1	i
O=S(=O)(N[C@@H]1CCCN(Cc2cccc(OCCO)c2)C1)c1cccc(F)c1	i
C[C@H](CO)N1C[C@H](C)[C@H](CN(C)Cc2ccc(C(=O)O)cc2)Oc2ccc(NC(=O)NC3CCCCC3)cc2C1=O	i
C[C@@H]1CN([C@H](C)CO)C(=O)c2cc(NS(=O)(=O)c3cccs3)ccc2O[C@@H]1CN(C)C(=O)Nc1ccc(C(F)(F)F)cc1	i
CC(=O)OC/C=C(\C)CC/C=C(\C)C(C/C=C(\CC/C=C(\C)COC(C)=O)C(=O)O)OC(C)=O (configuration not stated)	i
C[C@H]1CCCCO[C@H](CN(C)C(=O)Nc2cccc3ccccc23)[C@@H](C)CN([C@@H](C)CO)C(=O)c2cc(NS(=O)(=O)c3ccc(F)cc3)ccc2O1	i
C[C@@H]1CN([C@H](C)CO)C(=O)CCCn2nncc2CO[C@@H]1CN(C)C(=O)c1ccccc1	i
C[C@H]1CN([C@@H](C)CO)C(=O)Cc2cc(NC(=O)C3CC3)ccc2O[C@@H]1CN(C)S(C)(=O)=O	i
C[C@H](CO)N1C[C@H](C)[C@@H](CN(C)C(=O)c2ccncc2)OCCCC[C@H](C)Oc2ccc(NS(=O)(=O)c3ccccc3)cc2C1=O	i
C=CC[C@@]1(C(=O)NCCCOC)N=C(c2ccc(OCCCO)cc2)O[C@@H]1c1ccccc1	i
CCOC(=O)c1ncc2[nH]c3cccc(OC(C)C)c3c2c1C	i
CC(C)NC(=O)N(C)C[C@@H]1OCCCC[C@H](C)Oc2ccc(NC(=O)c3ccccc3)cc2C(=O)N([C@H](C)CO)C[C@@H]1C	i
CNC[C@H]1Oc2c(N)cccc2C(=O)N([C@H](C)CO)C[C@H]1C	i
C[C@@H]1CN([C@H](C)CO)C(=O)Cc2cc(NC(=O)c3ccncc3)ccc2O[C@@H]1CN(C)Cc1ccc(C(F)(F)F)cc1	i
CNC[C@H]1OCCCC[C@@H](C)Oc2ccc(NS(=O)(=O)c3ccccc3)cc2C(=O)N([C@@H](C)CO)C[C@@H]1C	i

Compound activity as filed in PubChem BioAssay.
